Smad3 inh – blocks human Smad3 binding to FoxH1 peptide. P84022. TR-FRET Smad3/Dy647-FoxH1 peptide binding, europium anti-His. inhibition, % at 25 µM. hit rate 0.29% among 88,000. AID 630;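 active means compounds that reduce the energy-transfer binding signal between the protein and its labelled peptide by more than half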;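 further: 0% = Smad3 plus labelled peptide maximal FRET and 100% = peptide-only background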
ERa SRC1 pot – ER-alpha (human) coactivator binding potentiation | P03372 | TR-FRET ERalpha-LBD/SRC-Cy5 coactivator binding, 2 h; 100 = basal binding, no effect | coactivator binding (% of control), % at 25.6 µM | hit rate 1.3% among 86,000 | AID 639; in the data active means activity above about 200%;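 further: binding measured in presence of low estradiol as agonist stimulus; 0% = peptide alone without receptor and 100% = receptor with peptide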
MT1-MMP txn act – activates MT1-MMP transcription; HT1080 MT1-MMP promoter luciferase reporter, luminescence, overnight; stronger effect = higher value; activation factor at 10 µM; hit rate 0.16% among 86,000; AID 750;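 active means activation factor of at least 2 for MT1-MMP transcription at 10 µM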
Lung fibro prol – blocks proliferation of human lung fibroblasts; AID 719; LL 47 human lung fibroblast viability, ATP luminescence; stronger effect = lower value; hit rate 1.1% among 85,000; viability, % at 10 µM;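 active means viability at or below 50% in the single dose screen; inactive means viability above 50%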;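 further: compound exposure lasted 72 h before the ATP readout; 100% = median luminescence of untreated cell-only wells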
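Times – overnight cell rest, 72 h compound treatment at 37 °C · Test system – human lung fibroblast line LL 47, low passage · Amount – 1,150 cells in each well · Controls – cell-only wells, no compound · Doses – 0.1% DMSO in all compound wells · Measured by – CellTiter-Glo luminescence · Buffer or medium – IMEM plus 15% FBS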
ERb coact inh – blocks coactivator binding to human estrogen receptor beta. inhibition, % at 25.6 µM. Q92731. AID 633. TR-FRET ER-beta LBD / SRC1-Cy5 peptide binding; receptor agonist-loaded with 1 µM estradiol. hit rate 1.3% among 86,000;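 active means compounds whose percent inhibition of the receptor-coactivator binding signal exceeds about 50% in the single-dose screen, limit read from the data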;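 further: 0% = receptor plus peptide wells without compound and 100% = peptide-only wells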
Target sequence (Q92731 whole entry, looked up, the tested form may be a part): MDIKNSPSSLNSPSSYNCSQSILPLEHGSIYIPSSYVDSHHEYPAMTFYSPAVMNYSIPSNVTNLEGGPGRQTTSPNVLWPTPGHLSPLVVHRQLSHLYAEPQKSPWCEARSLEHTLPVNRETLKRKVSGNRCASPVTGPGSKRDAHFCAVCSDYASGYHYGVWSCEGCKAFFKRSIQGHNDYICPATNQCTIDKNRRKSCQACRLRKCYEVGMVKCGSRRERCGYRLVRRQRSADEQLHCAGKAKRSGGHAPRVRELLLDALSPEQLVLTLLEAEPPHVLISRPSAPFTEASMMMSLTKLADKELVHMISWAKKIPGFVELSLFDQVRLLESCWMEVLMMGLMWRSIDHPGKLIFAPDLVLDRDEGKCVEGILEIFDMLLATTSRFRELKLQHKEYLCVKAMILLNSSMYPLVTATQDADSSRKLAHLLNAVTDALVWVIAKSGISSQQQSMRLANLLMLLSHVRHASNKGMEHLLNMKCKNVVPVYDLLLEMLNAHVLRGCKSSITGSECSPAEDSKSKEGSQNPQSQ
H69AR inhibit – growth inhibitors of human H69AR lung tumor cells. H69AR lung tumor viability, ATP luminescence, 72 h; stronger effect = lower value. viability, % at 10 µM. hit rate 6% among 85,000. AID 598;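 active means viability at or below 40%; inactive means viability above 40%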;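 further: multidrug resistant small cell line overexpressing MRP-1 efflux transporter; 100% = mean luminescence of untreated control wells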
ERa coact inh – blocks coactivator binding to human estrogen receptor alpha; P03372; TR-FRET ER-alpha LBD / SRC-1 peptide, estradiol-bound; inhibition, % at 25.6 µM; hit rate 1.7% among 86,000; in the data active means inhibition above about 50%;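 further: 0% = receptor plus peptide control and 100% = peptide only without receptor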
HUVEC prolif 384 – human endothelial cell proliferation inhibition; AID 648; HUVEC proliferation, CellTiter-Glo luminescence, 72 h; stronger effect = lower value; hit rate 1.1% among 86,000; viability, % at 10 µM (by protocol);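 active means viability at or below 30%; inactive means viability above 30%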;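 further: 100% = median luminescence of DMSO-only cell control wells on each plate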
Starred values were filed as active, the others as inactive; [ ] = another dose, or the depositor's remark.

SMILES	Smad3 inh	ERa SRC1 pot	MT1-MMP txn act	Lung fibro prol	ERb coact inh	H69AR inhibit	ERa coact inh	HUVEC prolif 384
C[C@]12CC[C@H]3[C@@H](CCC4=CC(=O)CC[C@@]43C)[C@@H]1CC[C@@H]2C(=O)CO	-1	87	1	90	3	63	2	67
CCOc1ccc(S(=O)(=O)N2CCCCCC2)c2ccccc12	3	98	1.1	88	3	91	-4	102
CC1=NN(c2ccccc2)C(=O)C1	25	65	1	95	30[fluorescence artefact?]	101	17	100

Copied from the list:
MT1-MMP txn act result of CC1=NN(c2ccccc2)C(=O)C1 : 1
H69AR inhibit result of CCOc1ccc(S(=O)(=O)N2CCCCCC2)c2ccccc12 : 91

Reprinted at random: 2 compounds from above.
SMILES	Smad3 inh	ERa SRC1 pot	MT1-MMP txn act	Lung fibro prol	ERb coact inh	H69AR inhibit	ERa coact inh	HUVEC prolif 384
CCOc1ccc(S(=O)(=O)N2CCCCCC2)c2ccccc12	3	98	1.1	88	3	91	-4	102
CC1=NN(c2ccccc2)C(=O)C1	25	65	1	95	30[fluorescence artefact?]	101	17	100

Single records, as listed above:
CC1=NN(c2ccccc2)C(=O)C1 as listed: Smad3 inh: 25; ERa SRC1 pot: 65; MT1-MMP txn act: 1; Lung fibro prol: 95; ERb coact inh: 30[fluorescence artefact?]; H69AR inhibit: 101; ERa coact inh: 17; HUVEC prolif 384: 100
C[C@]12CC[C@H]3[C@@H](CCC4=CC(=O)CC[C@@]43C)[C@@H]1CC[C@@H]2C(=O)CO as listed: Smad3 inh: -1; ERa SRC1 pot: 87; MT1-MMP txn act: 1; Lung fibro prol: 90; ERb coact inh: 3; H69AR inhibit: 63; ERa coact inh: 2; HUVEC prolif 384: 67

Assay outcomes (PubChem)

These rows are one share of the data; the hit share may differ from the screen's.
